Bioassay records (PubChem)
HT1080 IDH1KD tx: qHTS for induction of synthetic lethality in tumor cells producing 2HG: qHTS for the HT-1080-IDH1KD cell line | Potency, µM (top dose mostly 46.1 µM), for inactives: at the highest dose activity, negative = toxicity, hits mostly cytotoxic | HT-1080 IDH1 knockdown viability, ATP luminescence, 48 h | 360,000 tested, 2% active | AID 686971, 2013;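 note: 0% = DMSO wells and -100% = cell-free medium wells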
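CellTiter-Glo luminescence after 48 h compound exposure at 37 degrees C of IDH1-knockdown HT-1080 cells in 5% FBS RPMI. %Activity scaled between DMSO wells and cell-free media wells, with curves fitted and assigned curve classes.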
SW480 rerep: A quantitative high throughput screen for small molecules that induce DNA re-replication in SW480 colon adenocarcinoma cells | SW480 DNA re-replication, Hoechst DNA content imaging, 48 h | Potency, µM (top dose mostly 46.1 µM), inactives show at the highest dose re-replication activation, most hits filed as activators | 340,000 tested, 1.8% active | AID 624297, 2012; note: % of control where 0% means no effect; nearly all actives have a fitted effect of over 55% in size
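Quantitative HTS format with DMSO vehicle controls; 48 hr drug incubation at 37 C, then 40 min Hoechst staining and scanning imager measurement at 405 nm excitation.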
KB-3-1 tox: qHTS assay for MDR1-selective chemotherapeutics: Primary screen using the parental adenocarcinoma cell KB-3-1; KB-3-1 viability, CellTiter-Glo ATP luminescence, 72 h; Potency, µM (top dose mostly 46.1 µM), without a hit: at the top dose activity change, negative = cytotoxic, actives largely listed as cytotoxic; 400,000 tested, 1.4% active; AID 1347075, 2019; note: % is set by controls: 0 for no effect and ±100 for the full control effect; nearly all actives have a fitted effect of over 60% in size
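Viability of parental KB-3-1 cells, measured by CellTiter-Glo luminescence, followed a 72 h incubation at 37 °C with pinned compounds in phenol-red-free DMEM containing 10% FBS.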
TDP43 rescue: qHTS of TDP-43 Inhibitors | Potency, µM (doses to about 46.1 µM), for the others: at the top dose growth rescue (activation), usual class: activators | AID 652104, 2013 | 410,000 tested, 1.8% active | TDP-43 expressing yeast growth rescue, BacTiter-Glo, 24 h; note: % of control where 0% means no effect; nearly all actives have a fitted effect of over 50% in size
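Cell-based yeast growth screen: TDP-43 expression induced in galactose, inoculum OD600=0.02 after raffinose pregrowth to mid-log. Read-out BacTiter-Glo luminescence at 24 hr, 30 deg C; inhibition of toxicity seen as signal increase.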
GLP1R cytotox: qHTS of GLP-1 Receptor Inverse Agonists: Cytotox Screen; HEK293 cAMP-luciferase reporter cells, luminescence, 24 h; Potency, µM (titrated, usually from 38.3 µM), for the others: top-dose activity change, negative = inhibition, actives largely listed as inhibitors; 410,000 tested, 0.13% active;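 note: loss of luciferase light is scored as toxicity; % is set by controls: 0 for no effect and ±100 for the full control effect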
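Here, cytotoxicity is scored as loss of luminescence. The MLSMR collection was tested on cells seeded in medium containing 10% Nu serum, with a 24 hr compound exposure preceded by 12 hours of culture.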
KB-V1 cytotox: qHTS assay for MDR1-selective chemotherapeutics: Primary screen using the drug-selected MDR subline cells KB-V1 | Potency, µM (doses to about 46.1 µM), inactives show top-dose activity change, negative = cytotoxicity, actives largely listed as cytotoxic | 400,000 tested, 3.4% active | AID 1347076, 2019 | KB-V1 MDR cells viability, CellTiter-Glo, 72 h; note: % is set by controls: 0 for no effect and ±100 for the full control effect; nearly all actives have a fitted effect of over 60% in size
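Following 72 h at 37 degrees C with compound, KB-V1 cell viability was read by CellTiter-Glo luminescence, medium being phenol-red-free DMEM plus 10% FBS; concentration-response parameters came from normalized, curve-fitted qHTS data.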
HT1080-NT tox: qHTS for induction of synthetic lethality in tumor cells producing 2HG: qHTS for the HT-1080-NT fibrosarcoma cell line. HT-1080-NT fibrosarcoma viability, CellTiter-Glo ATP luminescence, 48 h. Potency, µM (highest dose often 46.1 µM), for the others: at the top dose activity, negative = less viability, actives largely listed as cytotoxic. 360,000 tested, 1.6% active. AID 686970, 2013;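 note: NT is the 2HG producing partner of a matched IDH1 knockdown line; 0% = DMSO-treated cells and -100% = media-only wells without cells; nearly all actives have a fitted effect of over 55% in size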
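HT-1080-NT; 750 cells/well; 5% FBS RPMI; 48 h compound, 37 degrees C; CellTiter-Glo luminescence; curve fitting and curve-class assignment.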
GLP-1R agonist: qHTS of GLP-1 Receptor Agonists; HEK293 GLP-1R CRE-luciferase, luminescence, 4-6 h; cells express a hypersensitive GLP-1R form; 380,000 tested, 0.007% active; Glucagon-like peptide 1 receptor (Homo sapiens), P43220; Potency, µM (titrated, usually from 45.6 µM), for inactives: at the highest dose activation, most hits filed as activators; note: % of control where 0% means no effect
Target sequence (P43220 whole entry, looked up): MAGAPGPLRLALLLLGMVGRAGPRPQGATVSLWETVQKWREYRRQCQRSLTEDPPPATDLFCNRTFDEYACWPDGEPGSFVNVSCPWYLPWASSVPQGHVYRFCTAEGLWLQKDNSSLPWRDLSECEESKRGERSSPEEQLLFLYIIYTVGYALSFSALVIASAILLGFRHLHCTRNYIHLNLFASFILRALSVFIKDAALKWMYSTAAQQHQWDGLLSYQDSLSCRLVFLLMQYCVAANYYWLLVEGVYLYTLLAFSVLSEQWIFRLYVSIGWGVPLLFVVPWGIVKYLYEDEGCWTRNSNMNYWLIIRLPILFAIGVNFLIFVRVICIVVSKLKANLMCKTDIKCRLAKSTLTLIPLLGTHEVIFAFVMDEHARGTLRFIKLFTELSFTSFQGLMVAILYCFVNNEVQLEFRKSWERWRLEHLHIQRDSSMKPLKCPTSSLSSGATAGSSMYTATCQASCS
GLP-1R inv ag: qHTS of GLP-1 Receptor Inverse Agonists (Inhibition Mode) | Glucagon-like peptide 1 receptor (Homo sapiens), P43220 | HEK293 GLP-1R CRE-luciferase, luminescence, 24 h; GLP-1R form is constitutively active | Potency, µM (highest dose often 38.3 µM), for inactives: top-dose activity change, negative = inhibition, usual class: inhibitors | 410,000 tested, 1.6% active; note: % is set by controls: 0 for no effect and ±100 for the full control effect; nearly all actives have a fitted effect of over 55% in size
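HEK293 cells stably co-expressing constitutively active GLP-1R and a cAMP-responsive luciferase reporter were seeded in DMEM with 10% Nu serum, given compounds after 12 h, and incubated 24 h at 37 deg C. Luminescence was then read.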
An asterisk follows results filed as active; u = inconclusive; x = not tested or not shown; [ ] = dose if it differs, or a comment. Calls come from the whole dose curve; as a rule, active = well fitted curve in the direction sought with a large enough effect; inconclusive = small, poorly fitted or top-dose-only effect, or another doubt; inactive = no such curve, though single readings can be large; an effect the other way counts as inactive or inconclusive. Potency is the fitted concentration of half-maximal effect.

Each structure is followed by: HT1080 IDH1KD tx	SW480 rerep	KB-3-1 tox	TDP43 rescue	GLP1R cytotox	KB-V1 cytotox	HT1080-NT tox	GLP-1R agonist	GLP-1R inv ag
COc1ccc(CCNC(=O)Cc2cc(OC)c(OC)cc2[N+](=O)[O-])cc1OC
  20%	1%	18%	12%	-8%	0%	16%	0%	10%
Cc1c(CC(=O)NCC(C)C)c(=O)oc2cc3c(cc12)CCC(C)(C)O3
  -10%	-11%	-22%	10%	-11%	2%	4%	28%	-27%
Cc1ccc(NC2CCCN(C(=O)CN3C(=O)c4ccccc4C3=O)C2)cc1C (centres undefined)
  7%	-21%	-1%	18%	-4%	-19%	3%	-1%	-10%
O=C(CN1C(=O)C2C3CCC(C3)C2C1=O)N1CCN(Cc2ccccc2)CC1 (centres undefined)
  13%	-4%	21%	14%	-11%	-6%	8%	8%	0%
CCCc1nc2ccc([N+](=O)[O-])cc2[nH]1
  7%	-9%	17%	-6%	-15%	4%	0%	6%	20%
COc1ccc(CCC(C)NCc2ccc(C(F)(F)F)cc2)cc1 (centres undefined)
  -2%	5%	7%	-1%	1%	-15%	-13%	33%	u
C[C@H](NC(=O)[C@@H]1CSC2c3ccccc3C(=O)N21)C(=O)NCCc1ccc(F)cc1 (some centres undefined)
  19%	2%	-1%	1%	34%[activator]	2%	-2%	7%	-10%
NS(=O)(=O)c1ccc(CNC(=O)C23CC4CC(CC(C4)C2)C3)cc1
  -4%	-12%	3%	4%	21%	u	-2%	5%	3%
O=C(O)c1cc([N+](=O)[O-])cc2ccccc12
  1%	-3%	-1%	-18%	-16%	6%	-1%	0%	8%
OC(CNCc1cccnc1)COc1ccc2ccccc2c1 (centres undefined)
  -15%	-3%	-4%	-9%	-7%	u	-22%	8%	u
CC(C)(C)[C@H]1C=C(C(=O)N2CCN(Cc3ccccc3)CC2)O[C@@H](OCc2ccc(CO)cc2)C1
  -10%	u	-23%	3%	11%	-26%	-2%	6%	u
Cc1cccc(C)c1NC(=O)C1CCCN1S(=O)(=O)c1ccc2c(c1)n(C)c(=O)c(=O)n2C (centres undefined)
  0%	-2%	11%	12%	-2%	0%	-1%	-1%	17%
CC1CCc2c(sc(NC(=O)C3=COCCO3)c2C(N)=O)C1 (centres undefined)
  -1%	0%	1%	u	0%	2%	0%	7%	19%
O=C(O)COc1cccc(NC(=O)c2ccccc2)c1
  0%	-1%	2%	-19%	4%	0%	-1%	13%	8%
COc1ccc(-n2nc(C(=O)NCC(=O)NCC3CCCO3)c3ccccc3c2=O)c(OC)c1 (centres undefined)
  6%	-1%	-11%	8%	-20%	17%	-4%	-10%	-7%
O=C(O)c1c2c(nc3ccc(Cl)cc13)CCC2
  10%	-4%	-15%	-19%	-8%[0.307 µM]	7%	3%	-18%	3%[0.307 µM]
CCc1ccc(C(=O)N/N=C/c2ccncc2)s1
  5%	-3%	25%	13%	-2%	-1%	0%	14%	33%[activator]
N#Cc1c[nH]n2c(NC3CCCC3)c(-c3cccc(Cl)c3)nc12
  x	x	2%	0%[9.22 µM]	2%	u	x	x	3%
CC(NS(=O)(=O)c1ccccc1)C(c1cccs1)N1CCOCC1 (centres undefined)
  12%	-4%	8%	22%	1%	2%	0%	-3%	-2%
C/C(=N\NC(=O)c1ccc([N+](=O)[O-])c(C)c1)c1ccccc1Cl
  -15%	1%	-7%	-12%	6%	u	-10%	2%	-8%
CS(=O)(=O)N(Cc1ccccc1F)c1ccccc1
  7%	-2%	14%	1%	50%[activator]	5%	1%	1%	-8%
COc1ccc(C(=O)NCc2cccc(Cl)c2)cc1S(=O)(=O)N1CCOCC1
  3%	-6%	4%	9%	-6%	3%	1%	3%	-10%
O=C(COC(=O)Cc1ccc(Br)cc1)NC1CCCCCC1
  12%	-26%	-3%	-22%	10%	2%	12%	2%	2%
CN(C)c1ccc(C(=O)N2CCNC(=O)C2CC(=O)Nc2ccc(F)cc2)cc1 (centres undefined)
  -6%	u	-24%	u	-11%	0%	0%	-4%	7%
Cc1ccc(CCNC(=O)C2CCN(S(=O)(=O)c3ccc4c(c3)NC(=O)CO4)CC2)cc1
  -1%	-6%	-2%	-1%	27%	18%	-5%	-1%	-15%
CCOC(=O)[C@H]1[C@H]2COc3ccc(OC)cc3[C@@H]2N2C(=O)c3cc(OC)ccc3NC(=O)[C@@]12C
  5%	6.5µM*	4%	1%	10%	u	7%	1%	-6%
CCOCCn1c(CN2CCN(c3ccc(F)cc3)CC2)nc2c1c(=O)n(C)c(=O)n2C
  -14%	-3%	u	-2%	-22%	9.2µM*	-3%	3%	u
CCC1(CC)NC(=O)N(CC(=O)OC(C)C(=O)Nc2ccc(S(N)(=O)=O)cc2)C1=O (centres undefined)
  4%	x	2%	20%	-11%	26%	6%	9%	0%
CCc1noc(C)c1C(=O)N(C)CC(=O)Nc1ccc(OC)cc1
  9%	-2%	-1%	2%	15%	8%	-1%	-10%	9%
CN(Cc1ccc(OC(F)F)cc1)C(=O)/C=C/c1ccc(S(=O)(=O)N2CCOCC2)cc1
  -3%	-6%	-18%	-5%	-10%	-2%	2%	1%	-13%

One compound at a time, from the list above. Order of values: HT1080 IDH1KD tx, SW480 rerep, KB-3-1 tox, TDP43 rescue, GLP1R cytotox, KB-V1 cytotox, HT1080-NT tox, GLP-1R agonist, GLP-1R inv ag
O=C(COC(=O)Cc1ccc(Br)cc1)NC1CCCCCC1 as listed: 12%, -26%, -3%, -22%, 10%, 2%, 12%, 2%, 2%
CS(=O)(=O)N(Cc1ccccc1F)c1ccccc1 as listed: 7%, -2%, 14%, 1%, 50%[activator], 5%, 1%, 1%, -8%
CCc1noc(C)c1C(=O)N(C)CC(=O)Nc1ccc(OC)cc1 as listed: 9%, -2%, -1%, 2%, 15%, 8%, -1%, -10%, 9%
COc1ccc(C(=O)NCc2cccc(Cl)c2)cc1S(=O)(=O)N1CCOCC1 as listed: 3%, -6%, 4%, 9%, -6%, 3%, 1%, 3%, -10%

Further compounds:
Each structure is followed by: HT1080 IDH1KD tx	SW480 rerep	KB-3-1 tox	TDP43 rescue	GLP1R cytotox	KB-V1 cytotox	HT1080-NT tox	GLP-1R agonist	GLP-1R inv ag
Cc1nnc(SCc2cc(=O)[nH]c(=S)[nH]2)s1
  12%	3%	11%	-12%[9.22 µM]	-4%	-1%	9%	1%	4%
COc1ccc(-c2nc3ccccc3c(=O)n2-c2c(C)n(C)n(-c3ccccc3)c2=O)cc1
  5%	5%	3%	-22%	-21%	0%	13%	6%	2%
CC(C)C(NC(=O)c1ccc(F)cc1)C(=O)N1CCOCC1 (centres undefined)
  3%	0%	3%	5%	4%	u	5%	16%	1%
CC1=CCC2C(=O)N(c3ccc(S(N)(=O)=O)cc3)C(=O)C2C1 (centres undefined)
  11%	1%	-2%	-16%	12%	-21%	7%	7%	3%
COc1cccc(OCC(=O)Nc2ccncc2)c1
  -9%	-3%	u	-3%	-5%	-4%	-13%	-4%	18%
COCCNc1nc2nonc2nc1N(C)Cc1cccc2cnccc12
  -7%	4.6µM*	9%	-12%	7%	3%	-21%	12%	26%
O=C(CNC(=O)Cc1ccccc1)NCC(=O)N1CCCCC1
  8%	-10%	13%	10%	5%	0%	19%	4%	12%
COc1ccc(OCC(=O)NNc2nc3ccccc3s2)cc1
  -6%	-136%[inhibitor]	10%	-21%	-29%	15%	-4%	3%	-22%
Cc1ccc2c(c1)/C(=C/c1ccc(F)cc1)C(=O)N2
  u	166%	-3%	u	-23%	-6%	u	0%	u
Cc1cc(C)c(C)c(S(=O)(=O)N2CCN(CC(=O)Nc3ccc([N+](=O)[O-])cc3)CC2)c1C
  6%	u	3%	12%	-24%	11%	8%	-2%	15%
On1nnc2cc(C(F)(F)F)ccc21
  8%	-2%	-8%	-16%	-2%	3%	12%	0%	-3%
CCOc1ccc(NC(=O)c2oc3ccccc3c2NC(=O)Cc2cccc(C)c2)cc1
  x	x	14%	-5%	-10%	-3%	x	0%	-9%
CCOC(=O)CCP(=O)(O)C(O)c1ccccc1 (centres undefined)
  15%	0%	-3%	7%	0%	4%	16%	-35%[inhibitor]	12%
CCOc1cc(NC(=S)NCC2CCCO2)c(OCC)cc1NC(=O)c1ccc(C)cc1 (centres undefined)
  13%	-7%	12%	15%	-5%	0%	6%	0%	-1%
COc1ccc(-c2nc(CN3CCN(c4ncccn4)CC3)c(C)o2)cc1C
  -3%	-1%	0%	6%	1%	-27%	-18%	15%	-4%
CCOC(=O)N1CCN(C(=O)C(=O)NNC(=O)COc2ccc(Cl)cc2)CC1
  2%	-32%[inhibitor]	-9%	-5%	11%	6%	13%	1%	5%
O=C(CSCc1ccc(Cl)cc1)Nc1nccs1
  22%	-2%	-17%	u	46%[activator]	1%	6%	0%	u
N/C(=N\OC(=O)c1ccccc1F)c1cccc([N+](=O)[O-])c1
  10%	-3%	3%	u	-11%	17%	12%	7%	8%
